# From PubChem BioAssay
# Mdm2 MdmX PPI = inhibitors of human Mdm2-MdmX association, primary screen, cell-based, luminescence, split luciferase, SaOS-2, uHTS; Protein Mdm4 (Homo sapiens) + E3 ubiquitin-protein ligase Mdm2 (Homo sapiens), …; SaOS-2 split-luciferase Mdm2/MdmX complementation; inhibition, % at 8 µM; 3% of 330,000 active;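 active = inhibition of at least 50% at 8 µM in the primary screen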
# Target sequence (O15151 whole entry, looked up): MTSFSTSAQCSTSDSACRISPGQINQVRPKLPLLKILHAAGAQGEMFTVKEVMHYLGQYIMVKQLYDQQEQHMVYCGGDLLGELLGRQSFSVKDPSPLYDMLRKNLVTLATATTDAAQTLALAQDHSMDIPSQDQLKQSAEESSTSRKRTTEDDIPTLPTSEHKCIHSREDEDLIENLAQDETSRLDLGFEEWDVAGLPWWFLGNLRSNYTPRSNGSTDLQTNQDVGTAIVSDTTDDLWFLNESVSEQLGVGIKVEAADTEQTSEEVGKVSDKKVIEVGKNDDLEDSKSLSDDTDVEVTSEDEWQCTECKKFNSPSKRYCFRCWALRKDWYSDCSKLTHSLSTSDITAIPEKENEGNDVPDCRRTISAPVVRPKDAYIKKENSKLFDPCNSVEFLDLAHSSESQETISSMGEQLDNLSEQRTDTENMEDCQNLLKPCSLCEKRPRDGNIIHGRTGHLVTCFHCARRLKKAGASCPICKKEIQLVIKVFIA
# Target sequence (Q00987 whole entry, looked up): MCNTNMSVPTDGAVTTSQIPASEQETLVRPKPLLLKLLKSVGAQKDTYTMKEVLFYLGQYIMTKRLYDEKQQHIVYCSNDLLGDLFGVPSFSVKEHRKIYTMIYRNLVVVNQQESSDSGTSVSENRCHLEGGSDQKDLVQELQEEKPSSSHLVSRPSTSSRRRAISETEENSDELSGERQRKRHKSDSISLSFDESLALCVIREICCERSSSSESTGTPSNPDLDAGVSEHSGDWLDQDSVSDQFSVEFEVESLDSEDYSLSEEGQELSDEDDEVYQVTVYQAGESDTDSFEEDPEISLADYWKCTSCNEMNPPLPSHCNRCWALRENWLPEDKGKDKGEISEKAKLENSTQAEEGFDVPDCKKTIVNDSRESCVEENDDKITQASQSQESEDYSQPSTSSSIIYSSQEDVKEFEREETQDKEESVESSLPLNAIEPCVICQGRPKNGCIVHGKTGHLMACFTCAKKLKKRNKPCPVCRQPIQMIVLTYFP
# APJ agonist = agonists of human apelin receptor APJ, primary screen, CHO-K1 cells, PathHunter beta-arrestin, luminescence; 0.11% of 330,000 active; 0% DMSO wells, 100% apelin; activation, % at 20 µM; P35414;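 active = activation more than six SD over the plate average, tested at 20 µM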;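 also: 0% = DMSO alone and 100% = apelin-13 at 10 nM; some results filed as inactive read as strong as hits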
#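 assay system = CHO-K1 APJ beta-arrestin complementation cell line | input = cell density 1000 per well | dosing = compound 20 µM once, DMSO 1% | timing = compound 90 min 25 °C, reagent 1 h | measured by = luminescence from split beta-galactosidase complementation, Galacton Star/Emerald II substrate | read-out basis = APJ agonist activity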
# UPR XBP1 act = activators of adaptive XBP1 UPR arm, primary screen, cell-based, CHO-XBP1 luciferase reporter, luminescence, uHTS; IRE1-XBP1 UPR activation; percent of tunicamycin response, DMSO as zero; 0.33% of 330,000 active; activation, % at 20 µM;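 active = versus positive control, 20 µM dose yields 30% or more activation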;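 also: 100% = tunicamycin at 10 µg/mL and 0% = DMSO only wells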
#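 Material: CHO cell line with stable XBP1 luciferase reporter; schedule: 16-18 h cell attachment at 37 °C, then 6 h compound exposure; signal: glow luminescence from Steady-Glo reagent; medium: serum-containing F12 medium, 10% FBS; benchmarks: tunicamycin 10 µg/mL and vehicle-only wells; read-out: percent activation relative to tunicamycin reference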
# NR3A LBD binder = binders of NR3A ligand-binding domain, primary screen, biophysical, differential scanning fluorimetry, uHTS. Glutamate receptor ionotropic, NMDA 3A (GRIN3A) ligand-binding domain. NR3A LBD differential scanning fluorimetry, Tm shift; 0% = protein alone, 100% = glycine-bound protein. Tm shift relative to glycine control, % at 25 µM. 2.5% of 340,000 active;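 active = melting temperature shift of at least 10% of the positive control shift, at one fixed dose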
# NALP3 yeast inh = NALP3 inflammasome inhibitors in reconstituted yeast, primary screen, luminescence, uHTS. Yeast reconstituted NLRP3/ASC/caspase-1, beta-gal luminescence, 24 h. inhibition, % at 10 µM. 0.39% of 330,000 active. AID 2825, 2010;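 active = inhibition of 50% or more; inactive = inhibition below 50%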;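 also: plate controls were induced DMSO wells for no effect and uninduced yeast grown without galactose for full effect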
# tim23-1 inh = growth inhibitors of tim23-1 mutant yeast, primary screen, luminescence, uHTS. 1.3% of 330,000 active. S. cerevisiae tim23-1 growth, BacTiter-Glo luminescence, 24 h. inhibition, % at 20 µM;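 active = growth inhibition of the mutant yeast at or above 50%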;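 also: temperature-sensitive mutant grown at 25 °C; plate controls were DMSO-treated mutant yeast for no effect and medium wells lacking yeast for full effect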
# TIM10 inh = growth inhibitors of isogenic TIM10 control yeast, primary screen, counter-screen for tim10-1 yeast inhibitor project, luminescence, uHTS; S. cerevisiae TIM10 strain growth, BacTiter-Glo luminescence, 24 h; inhibition, % at 10 µM; 1.4% of 330,000 active;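 active = inhibition of 40% or more at the single tested concentration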;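 also: wild-type TIM10 isogenic control strain grown at permissive 25 °C; 0% = DMSO yeast wells and 100% = minimal medium wells without yeast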
# CHOP UPR activ = activators of apoptotic CHOP UPR arm, primary screen, cell-based, CHO-CHOP luciferase reporter, luminescence, uHTS. activation, % at 10 µM. 0.34% of 330,000 active. UPR activation; percent of tunicamycin response over DMSO baseline;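 active = at 10 µM dose, activation of 40% or more, normalized to positive control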;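 also: 100% = tunicamycin at 10 µg/mL and 0% = DMSO alone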
#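 Assay system: CHO-CHOP cells, stable luciferase reporter of PERK-eIF2a-CHOP signalling / Buffer or medium: F12 plus 10% serum / Compound dosing: one dose, 10 µM in 0.5% DMSO / Times: 6 h compound treatment, 37 °C / Technique: luciferase luminescence / Read-out: % reporter activation, DMSO baseline versus tunicamycin full activation / Benchmarks: tunicamycin and DMSO controls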
# tim10-1 inh = growth inhibitors of tim10-1 mutant yeast, primary screen, luminescence, uHTS; S. cerevisiae tim10-1 ts strain growth, BacTiter-Glo, 24 h; inhibition, % at 20 µM; 2.2% of 330,000 active;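 active = inhibition of at least 40%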;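 also: mutant grown at 25 °C; 0% = DMSO wells with yeast and 100% = wells holding no yeast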
# Numbers without * were called inactive; . = no result given.
no.	Structure	Mdm2 MdmX PPI	APJ agonist	UPR XBP1 act	NR3A LBD binder	NALP3 yeast inh	tim23-1 inh	TIM10 inh	CHOP UPR activ	tim10-1 inh
1	CCCN[C@@H]1C(=O)N2C(C(=O)OCCC)=C(C)CS[C@H]12	21	-3	-1	-2	-9	25	6	0.0	16
2	Cc1ccc(/C(O)=C2/C(=O)C(=O)N(CCN3CCOCC3)C2c2cccnc2)cc1 (stereo not given)	27	-2	0	1	4	-8	7	0.3	9
3	CCOC(=O)c1c(C)[n+](-c2ccc(C)cc2)c(CC)c2cc(OC)c(OC)cc12	-20	-2	-2	4	0	3	9	0.5	16
4	COc1cc(NC(=O)CCN2CCN(Cc3ccccc3)CC2)cc(OC)c1	7	1	0	1	22	20	3	-0.6	8
5	CC1=CC(C)C2(COC(=O)Nc3ccccc3)COC(C)C1C2C (stereo not given)	0	3	-1	-3	14	29	-19	1.9	4
6	CC(=O)N1CCOc2ccc(S(=O)(=O)N3CCC(C)CC3)cc21	7	-2	1	7	15	8	5	-0.7	-10
7	CCCc1cc(C(=O)N2CCCC(Cc3ccccc3C)(C(=O)OCC)C2)no1 (stereo not given)	16	3	-3	0	15	17	5	-0.3	26
8	COc1ccc(CCNC(=O)c2ccc(Cl)cc2)cc1OC	-41	-2	-2	0	7	-3	7	1.1	3
9	COc1cccc(-c2nnc(-c3ccccc3[N+](=O)[O-])o2)c1	-27	0	5	0	26	21	17	9.0	12
10	CCn1c(CNC(=O)c2ccc(OC)c(OC)c2)nnc1SCC(=O)Nc1ccccc1	8	-4	-2	0	3	4	1	1.5	-12
11	C=CC[N+](C)(C)c1ccc(CCC(=O)CCc2ccc([N+](C)(C)CC=C)cc2)cc1	-19	0	-7	3	17	5	12	-0.8	14
12	C[C@H](CO)N1C[C@H](C)[C@@H](CN(C)S(C)(=O)=O)Oc2ccc(NC(=O)CCC(F)(F)F)cc2C1=O	6	-3	-3	0	2	-13	-7	0.6	-4
13	CSc1ccc(S(=O)(=O)Nc2cccc(F)c2)cc1	16	1	-2	.	11	35	14	0.5	33
14	COc1ccc2cc(C(c3nnnn3CCc3ccccc3)N3CCCC(C)C3)c(=O)[nH]c2c1 (stereo not given)	7	1	-4	-3	15	20	3	-2.0	0
15	Cc1ccccc1C(=O)NC(NCC1CCCO1)C(Cl)(Cl)Cl (stereo not given)	2	-6	-2	4	1	7	-8	0.8	-3
16	c1ccc(COc2ccccc2CNCc2cccnc2)cc1	21	-5	2	-1	16	-10	-7	1.1	-16
17	Cc1ccccc1-n1nc(C)c2cc(C(=O)NCc3cccnc3)sc21	22	-3	-1	0	4	-11	-12	-2.5	-15
18	Cc1noc(NS(=O)(=O)c2ccc(N/C=C/C(=O)c3ccc4c(c3)OCO4)cc2)c1C	7	4	8	-5	9	24	1	2.2	19
19	COc1ccc(S(=O)(=O)N(C)CC(=O)N2CCOCC2)cc1	9	-2	2	-1	6	2	-11	-3.3	-11
20	CCc1cccc(C)c1NC(=O)C1CC(=O)N(C2CCCC2)C1 (stereo not given)	-35	-5	0	0	4	2	8	-0.8	-10

# Other compounds follow:
no.	Structure	Mdm2 MdmX PPI	APJ agonist	UPR XBP1 act	NR3A LBD binder	NALP3 yeast inh	tim23-1 inh	TIM10 inh	CHOP UPR activ	tim10-1 inh
21	CCCc1nnc(NC(=O)CS(=O)(=O)c2ccccc2)s1	7	-1	-1	0	6	18	-2	0.2	6
22	COc1cc(C2N(c3ccccc3)CCN2c2ccccc2)cc(OC)c1OC	8	-1	4	0	24	-1	1	-0.7	19
23	c1ccc(NC2=NCCN2CCC2CCCCC2)cc1	12	-2	0	-2	20	10	6	1.7	1
24	O=C(CCc1ccc(S(=O)(=O)NC2CCCCC2)cc1)NCc1ccc(Cl)cc1	2	-1	-2	-6	7	-1	2	0.6	1
25	CC(C)(CO)N=C1NS(=O)(=O)c2cc([N+](=O)[O-])ccc21	26	8	-1	-15	2	9	1	0.1	15
26	CCCS(=O)(=O)N1CCC(C(=O)NCCCN(C)Cc2ccccc2)CC1	6	-1	-4	1	-6	6	-11	-1.1	-1
27	C(=C\c1nc(N2CCCCCC2)c2ccccc2n1)/c1ccccc1	-13	-3	3	-8	27	50*	44*	5.7	46*
28	COc1ccc(CN2CN=C(Nc3nc4ccccc4s3)NC2)cc1	-6	-6	0	0	6	1	10	0.5	14
29	CC(C)C[C@]1(c2ccccc2)ON(c2ccccc2C(F)(F)F)C1=O	49	0	1	1	8	21	3	2.5	-26
30	Cc1ccc(-c2csc3nc4cc(C(=O)NC5CCC(O)CC5)ccc4c(=O)n23)cc1 (stereo not given)	12	5	-2	4	0	-1	8	1.8	3
31	COc1ccc2[nH]c3c(c2c1)CCN1C(=O)C(CC(=O)NCc2ccco2)C[C@H](C(=O)N2CCCCC2)[C@@]31CCc1ccccc1 (stereo not given in full)	24	.	3	3	.	25	-5	4.2	8
32	COc1ccc(C2=NNC(c3cccs3)=Nc3ccc(OC)cc32)cc1	9	-1	8	0	8	60*	37	0.9	25
33	COc1cccc2cc(C(=O)NNC(=O)c3ccc(Br)cc3)c(=O)oc12	-3	-5	-1	1	11	8	10	1.5	-10
34	Cc1ccc(C2(C)NC(=O)N(CCOc3ccccc3)C2=O)cc1 (stereo not given)	-15	-2	2	1	-12	3	11	-0.4	10
35	CCOC(=O)c1sc2ccc(S(=O)(=O)N3CCOCC3)cc2c1N	7	1	0	3	7	19	5	0.6	18
36	CCC1Nc2ncnc(N3CCOCC3)c2N(Cc2ccc(OC)cc2)C1=O (stereo not given)	-2	0	2	0	18	22	4	0.2	11
37	CCN(C(=O)COC(=O)c1cc(-c2ccccc2)nn1-c1ccccc1)C1CCS(=O)(=O)C1 (stereo not given)	9	-2	-2	0	-2	5	5	0.0	13
38	COCc1ccc(-c2c(-c3ccc(OC)cc3)oc(=O)c3cc(OC)c(OC)cc23)cc1	-25	-3	5	-2	23	12	9	8.1	2
39	CCc1cccc(C)c1N(C(=O)Cn1c(=O)[nH]c2ccccc21)C(C)COC (stereo not given)	-12	-1	-3	-13	11	25	24	-1.0	26
40	CCOC(=O)C1CCN(CC(=O)Nc2c(C(=O)OC)[nH]c3cccc(C)c23)CC1	32	-1	-4	-8	6	7	11	-1.0	-10
41	COc1cc(OC)c(C2=NOC(C(=O)Nc3cc(C)nn3-c3ccccc3)C2)cc1Cl (stereo not given)	5	2	4	-4	19	21	7	0.4	4
42	CCCCOC(=O)Nc1ccc(S(=O)(=O)Nc2ccc([N+](=O)[O-])cc2)cc1	-2	-3	0	17*	13	-1	1	2.7	15

# Arranged by the number under UPR XBP1 act (lowest first): 6 of the compounds above.
no. | Structure | UPR XBP1 act
30 | Cc1ccc(-c2csc3nc4cc(C(=O)NC5CCC(O)CC5)ccc4c(=O)n23)cc1 (stereo not given) | -2
35 | CCOC(=O)c1sc2ccc(S(=O)(=O)N3CCOCC3)cc2c1N | 0
29 | CC(C)C[C@]1(c2ccccc2)ON(c2ccccc2C(F)(F)F)C1=O | 1
34 | Cc1ccc(C2(C)NC(=O)N(CCOc3ccccc3)C2=O)cc1 (stereo not given) | 2
22 | COc1cc(C2N(c3ccccc3)CCN2c2ccccc2)cc(OC)c1OC | 4
32 | COc1ccc(C2=NNC(c3cccs3)=Nc3ccc(OC)cc32)cc1 | 8

# Limited to UPR XBP1 act and CHOP UPR activ, for some of the entries so far:
no.	Molecule	UPR XBP1 act	CHOP UPR activ
33	COc1cccc2cc(C(=O)NNC(=O)c3ccc(Br)cc3)c(=O)oc12	-1	1.5
34	Cc1ccc(C2(C)NC(=O)N(CCOc3ccccc3)C2=O)cc1 (stereo not given)	2	-0.4
35	CCOC(=O)c1sc2ccc(S(=O)(=O)N3CCOCC3)cc2c1N	0	0.6
36	CCC1Nc2ncnc(N3CCOCC3)c2N(Cc2ccc(OC)cc2)C1=O (stereo not given)	2	0.2
37	CCN(C(=O)COC(=O)c1cc(-c2ccccc2)nn1-c1ccccc1)C1CCS(=O)(=O)C1 (stereo not given)	-2	0.0

# NR3A LBD binder: hit marks shown above
entry	Compound	Mdm2 MdmX PPI	APJ agonist	UPR XBP1 act	NR3A LBD binder	NALP3 yeast inh
42	CCCCOC(=O)Nc1ccc(S(=O)(=O)Nc2ccc([N+](=O)[O-])cc2)cc1	-2	-3	0	17*	13
